Compound activity: PubChem BioAssay, several laboratories
MrgX1 ag: agonists of human MrgX1 receptor, primary screen, HEK293 cells, Fluo-4 calcium flux; Fluo-4 calcium fluorescence, agonist mode; stronger effect = higher value; B-score at 10 µM; 310,000 compounds, 0.44% hits;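 active = calcium response B-score plate-corrected fluorescence ratio at least 3 library SD, with starting fluorescence B-score inside 5 SD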
Target sequence (Q96LB2 whole entry, looked up): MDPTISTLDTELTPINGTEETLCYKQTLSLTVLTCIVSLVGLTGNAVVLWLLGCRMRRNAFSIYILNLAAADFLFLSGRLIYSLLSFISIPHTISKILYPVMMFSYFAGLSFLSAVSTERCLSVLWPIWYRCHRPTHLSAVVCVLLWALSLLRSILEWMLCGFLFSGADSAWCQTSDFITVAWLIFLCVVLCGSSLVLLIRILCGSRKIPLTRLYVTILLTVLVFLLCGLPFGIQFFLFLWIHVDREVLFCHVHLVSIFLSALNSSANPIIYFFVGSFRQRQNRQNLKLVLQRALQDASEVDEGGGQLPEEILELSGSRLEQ
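Material: HEK293 cells stably expressing human MrgX1 receptor | Quantity: 15,000 cells per well | Times: Cells plated overnight, dye loaded 0.5 h 37 °C, 0.5 h room temperature | Measured by: Kinetic Fluo-4 NW fluorescence of intracellular calcium | Control set: Positive and negative controls per plate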
TRPC6 inh: mouse TRPC6 channel inhibitors, primary screen, cell-based, HEK293, membrane potential dye; Short transient receptor potential channel 6 (Mus musculus), Q61143; ACh-evoked depolarization; stronger effect = lower value; B-score at 10 µM; 310,000 compounds, 1.1% hits; AID 2553, 2010;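 active = B-score under library mean minus 3 SD, initial fluorescence not abnormally high, positive integrated signal ratio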;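 note: B-score derived from integrated fluorescence ratio over the kinetic read; more negative B-score means stronger inhibition of depolarization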
SKKanGAS inh: S. pyogenes SKKanGAS growth inhibitors in kanamycin, primary screen, streptokinase expression inhibitor project, SKKanGAS strain, BacTiter-Glo luminescence | 6 h | inhibition, % at 7.5 µM | 300,000 compounds, 1.3% hits;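 active = mean replicate score, as percent of positive control median, at least 50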;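 note: strain carries kanamycin resistance gene driven by streptokinase promoter and grows in 40 µg/ml kanamycin; loss of luminescence reflects streptokinase promoter inhibition or plain growth inhibition; 0% = median of DMSO wells and 100% = positive control at its reference dose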
HDAC3 inhib: HDAC3 deacetylase inhibitors, primary screen, biochemical, fluorescence, cell-free homogeneous; inhibition, % at 8.3 µM; 320,000 compounds, 0.15% hits; recombinant HDAC3, fluorogenic peptide/trypsin coupled; Histone deacetylase 3 (Homo sapiens), O15379; AID 2718, 2010; in the data active = inhibition above about 26%, passing the limit was not always enough
Target sequence (O15379 whole entry, looked up): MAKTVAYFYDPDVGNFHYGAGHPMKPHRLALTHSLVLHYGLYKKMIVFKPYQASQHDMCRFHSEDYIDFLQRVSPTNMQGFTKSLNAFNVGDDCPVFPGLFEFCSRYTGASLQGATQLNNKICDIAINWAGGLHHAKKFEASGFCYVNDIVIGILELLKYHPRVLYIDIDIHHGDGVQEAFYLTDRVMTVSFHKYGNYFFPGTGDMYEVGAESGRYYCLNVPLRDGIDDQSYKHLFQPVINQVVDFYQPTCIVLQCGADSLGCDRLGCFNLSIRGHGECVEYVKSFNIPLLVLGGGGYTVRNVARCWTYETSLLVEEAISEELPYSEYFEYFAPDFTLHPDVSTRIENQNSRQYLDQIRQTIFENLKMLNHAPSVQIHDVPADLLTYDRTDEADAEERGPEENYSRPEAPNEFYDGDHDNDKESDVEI
ANO1 activ: TMEM16A chloride channel activators or potentiators, primary screen, cell-based, HTS. 340,000 compounds, 0.3% hits. HEK293 TMEM16A/YFP-H148Q/I152L, iodide quench fluorescence; stronger effect = lower value. AID 623877, 2012. B-score at 10 µM. Anoctamin-1 (Mus musculus), Q8BHY3;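 active = fluorescence-ratio B-score plate-corrected deviation score at least 3 library SD below zero, with starting fluorescence score within 5 deviations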;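 note: channel opened by trigger with iodide after compound preincubation; score built on the fluorescence ratio of max minus min over baseline; more negative score means more quench and so TMEM16A activation or potentiation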
TRPC6 activator: mouse TRPC6 channel activators, primary screen, cell-based, HEK293, membrane potential dye; 310,000 compounds, 0.13% hits; B-score at 10 µM; Short transient receptor potential channel 6 (Mus musculus), Q61143; AID 2550, 2010; HEK293-TRPC6 membrane potential dye fluorescence; stronger effect = higher value;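 active = B-score of the integrated fluorescence ratio above library mean plus 3 SD, and starting fluorescence ratio within library mean plus 5 SD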;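 note: higher score means more depolarization so channel activation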
TMEM16A inh: TMEM16A chloride channel inhibitors, primary screen, cell-based, HTS | Anoctamin-1 (Mus musculus), Q8BHY3 | HEK293 TMEM16A/YFP iodide influx fluorescence, ionomycin | AID 588511, 2011 | 310,000 compounds, 1.2% hits | normalized B-score (activity score, 25-100; higher = stronger inhibition) at 10 µM;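 active = ratio plate-corrected score three or more library SD toward inhibition, starting fluorescence score within five deviations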;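 note: score derived from kinetic fluorescence span divided by baseline fluorescence per well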
MrgX1 allo act: positive allosteric modulators of MrgX1, primary screen, HEK293 cells, Fluo-4 calcium flux | AID 588675, 2011 | 310,000 compounds, 0.63% hits | B-score at 10 µM | FDSS; stronger effect = higher value | Mas-related G-protein coupled receptor member X1 (Homo sapiens), Q96LB2;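 active = plate-corrected calcium response at least 3 library SD above typical, normal starting fluorescence, not activating the receptor alone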;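 note: compound read alongside a low EC10 to EC30 dose of BAM8-22 agonist; peak minus trough fluorescence over baseline measured at the second addition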
RGS4 pot: RGS4 potentiators or activators, primary screen, cell-based, HEK293 M3R inducible RGS4, calcium flux | carbachol calcium flux Fluo4; stronger effect = lower value | B-score at 10 µM | 310,000 compounds, 0.92% hits | AID 463111, 2010;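 active = B-score of the integrated calcium signal more than 4 SD below the library mean, with starting fluorescence not abnormally high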;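 note: negative B-score means reduced calcium response which marks RGS4 activation or potentiation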
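Assay system: Inducible-RGS4 HEK293 cells carrying M3 receptor | Schedule: Compound preincubation 20 min at room temperature before agonist | Signal: Kinetic calcium fluorescence imaging with Fluo4-AM dye, 2 µM | Read-out basis: B score from integrated fluorescence ratio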
MrgX1 antagonist: antagonists of human MrgX1 receptor, primary screen, HEK293 cells, Fluo-4 calcium flux; Mas-related G-protein coupled receptor member X1 (Homo sapiens), Q96LB2; BAM8-22 antagonism; stronger effect = lower value; 310,000 compounds, 1.3% hits; B-score at 10 µM;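 active = calcium-response B-score plate-corrected more than 3 library SD below zero, starting fluorescence within 5 deviations, no agonist response on first addition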;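 note: peak minus trough fluorescence over baseline after final BAM8-22 challenge near maximal dose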
RGS4 block: RGS4 inhibitors, primary screen, cell-based, HEK293 M3R inducible RGS4, calcium flux | Fluo-4 calcium flux; stronger effect = higher value; triggered by carbachol at its EC20 | Regulator of G-protein signaling 4 (Homo sapiens), P49798 | 310,000 compounds, 0.45% hits | B-score at 10 µM | AID 463165, 2010;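 active = B-score, a plate-corrected calcium signal, over three deviations above library mean, with baseline fluorescence within five deviations of library mean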;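 note: RGS4 expression induced by doxycycline in cells with stable M3 receptor; B-score is computed from the integrated fluorescence ratio over baseline after carbachol; higher B-score means a larger calcium signal and so more RGS4 inhibition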
Target sequence (P49798 whole entry, looked up): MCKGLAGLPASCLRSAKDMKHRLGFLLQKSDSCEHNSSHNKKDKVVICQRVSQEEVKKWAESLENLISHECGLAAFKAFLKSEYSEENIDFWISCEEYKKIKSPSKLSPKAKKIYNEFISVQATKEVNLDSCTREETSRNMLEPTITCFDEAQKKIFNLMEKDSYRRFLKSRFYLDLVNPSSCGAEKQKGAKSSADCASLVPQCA
Numbers without * were called inactive; i = inactive; · = not tested or not shown.

SMILES	MrgX1 ag	TRPC6 inh	SKKanGAS inh	HDAC3 inhib	ANO1 activ	TRPC6 activator	TMEM16A inh	MrgX1 allo act	RGS4 pot	MrgX1 antagonist	RGS4 block
COc1ccc(C(=O)CCN2CCCC(C)C2)cc1 (stereo not drawn)	i	i	-3	-2	i	i	i	i	i	i	i
O=C(O)Cn1nc(C(F)(F)F)c2c1CCCC2	i	i	-2	1	i	i	i	i	i	i	i
NC(=O)CSc1nnc2ccc(-c3ccc(Cl)cc3)nn12	i	i	23	-6	i	i	i	i	i	i	i
CCn1c(COc2cccc(C)c2)nnc1SCC(=O)CC(=O)Nc1ccccc1OC	i	i	·	0	i	i	i	i	i	i	i
CCN(Cc1ccncc1)C(=O)CCc1nnc(CCc2ccc(OC)cc2)o1	i	i	-7	-6	i	i	i	i	i	i	i
Cc1cc(Cl)ccc1C(=O)C1CCCN(C(=O)CN2CCOC2=O)C1 (stereo not drawn)	i	i	-2	5	i	i	i	i	i	i	i
CC(O)c1ccc(Oc2cnccn2)cc1 (stereo not drawn)	i	i	0	-13	i	i	i	i	i	i	i
CC(NC(=O)c1cc(-c2cccs2)on1)c1ccccc1 (stereo not drawn)	i	i	-2	-7	i	i	i	i	i	i	i
CN1C(=O)c2ccccc2N(C)C1c1ccccc1Cl (stereo not drawn)	i	i	-7	-2	i	i	i	i	i	i	i
O=C(CSc1nnc(CNC(=O)c2ccccc2)o1)NCc1ccccc1Cl	i	i	18	1	i	i	i	i	i	-6.6*	i
CC1(c2ccccc2)NC(=O)N(CC(=O)Nc2cccc(/C=C/c3ccccn3)c2)C1=O (stereo not drawn)	i	i	3	0	i	i	i	i	i	i	i
CCOC(=O)N/N=C1\CC(C)CC(C)(C)C1 (stereo not drawn)	i	i	2	·	i	i	i	i	i	i	i
O=C(C1CC1)N1N=C(c2ccccc2)CC1(O)C(F)(F)F (stereo not drawn)	i	i	6	1	i	i	i	i	i	i	i
CC(=O)Nc1ccc2c(c1)nc1n2CCOC1	i	i	1	-2	i	i	i	i	i	i	i
Cc1ccc(S(=O)(=O)N(C)c2ccccc2)cc1	i	i	3	-1	i	i	i	i	i	i	i
CCc1c(C(=O)NNC(=O)Nc2ccc3c(c2)OCO3)csc1C	i	i	3	6	i	i	i	i	i	i	i
CCOc1cccc(CN2CCN(CCc3ccccc3)C(CCO)C2)c1O (stereo not drawn)	i	i	11	10	i	i	i	i	i	i	i
Cc1cc(C(=O)N2CCN(c3ccccn3)CC2)no1	i	i	1	-5	i	i	i	i	i	i	i
CCN1CCN(c2ccc(S(=O)(=O)N3CCCCC3)cc2NC(=O)c2cccc(F)c2)CC1	i	i	-7	-5	i	i	i	i	i	i	i
CC(C)c1cc(C(=O)N2CCCC(CCC(=O)NCc3ccccc3F)C2)n(C)n1 (stereo not drawn)	i	i	-8	-6	i	i	100*	i	i	i	i
CCOC(=O)N1CCC(N(CCN(C)C)C(=S)Nc2ccc(OCC)cc2)CC1	i	i	6	-7	·	i	i	i	i	i	i
CSc1ccc(/C=N/S(=O)(=O)c2ccccc2)cc1	i	i	-6	-7	i	i	i	i	i	i	i
Cc1ccc(NC(=O)CSc2nncn2-c2ccccn2)cc1Cl	i	i	4	-1	i	i	i	i	i	i	i
CCN1CCN(Cc2c(O)ccc3c(=O)c(-c4ccc(OC)c(OC)c4)c(C)oc23)CC1	i	i	-1	-7	i	i	i	i	i	i	i
O=C(CSc1ccc(Cl)cc1)Nc1cccc(NC(=O)c2ccco2)c1	i	i	1	-4	i	i	i	i	i	i	i
N#Cc1ccccc1S(=O)(=O)N1CCN(S(=O)(=O)c2ccc(Br)c(C(=O)O)c2)CC1	i	i	-6	-1	i	i	i	i	i	i	i
C(=N\N1CCN(C2c3ccccc3-c3ccccc32)CC1)/c1ccncc1	i	i	-3	-6	i	i	i	i	i	i	i
Cc1cccc(CN2CCN(C(=O)c3ccccc3F)CC2)c1	i	i	2	-1	i	i	i	i	i	i	i
CCOC(=O)C1=C(C)NC(=NC)SC1c1ccccc1 (stereo not drawn)	i	i	0	1	i	i	i	i	i	i	i
CCN1CCCC1CNC(=O)C1CCN(Cc2nc(-c3cccc(Br)c3)oc2C)CC1 (stereo not drawn)	i	-8.9*	4	7	i	i	i	i	i	i	i
CC[C@@H](C)[C@H](NC(=O)OCc1ccccc1)c1nnc([C@@H](NC(=O)OCc2ccccc2)[C@@H](C)CC)o1	i	i	-1	12	i	i	i	i	i	i	i
CC(C)(C)C(=O)NC1CCN(S(C)(=O)=O)CC1	i	i	-4	-4	i	i	i	i	i	i	i
COC(=O)C1=CN(Cc2ccc(OC)c(OC)c2)C=C(C(=O)OC)C1c1ccccc1F	i	i	-4	-10	i	i	i	i	i	i	i
CCOC(=O)c1cn(CC(=O)Nc2ccc(C)cc2)nn1	i	i	-7	-8	i	i	i	i	i	i	i
O=C(Cc1cccs1)Nc1ccc(Cl)cc1	i	i	1	1	i	i	i	i	i	i	i
O=C(CCC(=O)OCc1ccc([N+](=O)[O-])cc1)Nc1ccccc1Cl	i	i	-5	-4	i	i	i	i	i	i	i
COC(=O)C1=C(CS(=O)(=O)c2ccc(OC)cc2)NC(=O)NC1c1ccccc1 (stereo not drawn)	i	i	2	-1	i	i	i	i	i	i	i
CSCC(=O)N1CCCC(CNC(=O)c2ccccc2Cl)C1 (stereo not drawn)	i	i	0	5	i	i	i	i	i	i	i
COC(=O)CCC(=O)OC1(C)C(=O)C=C2C=C(C3CC3)N(Cc3ccc(OC)cc3)C=C2C1=O (stereo not drawn)	i	i	0	5	i	i	i	i	i	i	i
CCCc1nnc(SCC(=O)O)n1CC	i	i	0	·	i	i	i	i	i	i	i
O=C(CSc1ccc(-c2ccc(F)cc2)nn1)N1CCCCC1	i	i	-3	0	·	i	i	i	i	i	i
COC(=O)c1ccc(Cl)c(NC(=O)CN2CCOCC2)c1	i	i	-4	-1	i	i	i	i	i	i	i
CC(C)Cc1nc2sc3c(NCc4ccco4)ncnc3c2c2c1COC(C)(C)C2	i	i	11	1	i	i	i	i	i	i	i
N/C(Cc1cccc2ccccc12)=N\OC(=O)COc1ccccc1	i	i	-3	2	i	i	i	i	i	i	i
CC(=O)Nc1ccc(S(=O)(=O)c2c(N)n(CCN3CCOCC3)c3nc4ccccc4nc23)cc1	i	i	1	-2	i	i	i	i	i	i	i
COc1ccccc1-c1cc(C(=O)NCCCN2CCOCC2)no1	i	i	15	8	i	i	i	i	i	i	i
O=C(CNC(=O)c1ccc(Cl)cc1)N/N=C/c1cccnc1	i	i	-8	-3	i	i	i	i	i	i	i
O=C1C(=O)N(C/C=C/c2ccccc2)c2ccccc21	i	i	-1	-2	i	i	i	i	i	i	i
Cc1nc(SCCC(=O)O)c2ccccc2n1	i	i	1	-3	i	i	i	i	i	i	i
Cc1[nH]c(=O)[nH]c(=O)c1CSc1nnc(CCCCCNC(=O)OC(C)(C)C)o1	i	i	9	-10	i	i	i	i	i	i	i
Cc1cc2c(cc(C(=O)OC(C(=O)NCc3ccco3)C(C)C)n2C)o1 (stereo not drawn)	i	i	-5	0	i	i	i	i	i	i	i
COc1ccc(C(=O)Nc2ccc(S(=O)(=O)N3CCCC3)cc2)c(OC)c1	i	i	-8	3	i	i	i	i	i	i	i
Fc1cccc(/C=N/Nc2nccnc2Cl)c1	i	i	18	1	i	i	i	i	i	i	i
Cc1ccc2c(c1C)OC(=O)CC2(C)C	i	i	5	-4	i	i	i	i	i	i	i
CC(=O)Nc1cccc(NC(=O)C(=O)c2cn(CC(=O)N3CCCCC3)c3ccccc23)c1	i	i	2	13	i	i	i	i	i	i	i
CCOc1cccc(CN2CCC(n3nccc3NC(=O)CCCc3ccccc3)CC2)c1	i	i	-12	2	i	i	i	i	i	i	i
Cc1cccc(C)c1NC(=O)Cc1cccs1	i	i	6	-5	i	i	i	i	i	i	i
CCN1CCN(c2ccc(S(=O)(=O)N3CCCCC3)cc2NC(=O)c2ccc(C)o2)CC1	i	i	3	7	i	i	i	i	i	i	i
CC(C)C[C@H](NC(=O)N1c2ccccc2NC(=O)[C@@H]1C(C)C)C(=O)N[C@@H](Cc1ccccc1)C(=O)O	i	i	3	0	i	i	i	i	i	i	i
Cc1cc(C)c[n+](-c2[nH]c(=O)sc2/C=N/N=C(\[O-])c2cccnc2)c1	i	i	8	11	i	i	i	i	i	i	i

Remaining list, next part
SMILES	MrgX1 ag	TRPC6 inh	SKKanGAS inh	HDAC3 inhib	ANO1 activ	TRPC6 activator	TMEM16A inh	MrgX1 allo act	RGS4 pot	MrgX1 antagonist	RGS4 block
CCc1cc2c(=O)[nH]c(CC(N)=O)nc2s1	i	i	3	8	i	i	i	i	i	i	i
CCCc1c(CC)c(=N)c2ccccc2n1C	i	i	-4	-11	i	i	i	i	i	i	i
COc1ccc(OC)c(N2C(=O)CC(Cc3cc(C)cc(C)c3)C2=O)c1 (stereo not drawn)	i	i	2	1	i	i	i	i	i	i	i
CC(C)CN(CCCNC(=O)CN1C(=O)CSc2ccc(S(=O)(=O)N3CCOCC3)cc21)CC(C)C	i	i	-4	10	i	i	i	i	i	i	i
CCOc1ccc(NC(=O)[C@@H](NC(=O)c2ccco2)C(C)C)cc1	i	i	-5	5	i	i	i	i	i	i	i
COCCC1CCCCN1C(=O)c1cc(COc2cccc(C(C)=O)c2)on1 (stereo not drawn)	i	i	-6	1	i	i	i	i	i	i	i
